# Screens as filed in PubChem.
# ERa coact inh: blocks coactivator binding to human estrogen receptor alpha; P03372; TR-FRET ER-alpha LBD / SRC-1 peptide, estradiol-bound; inhibition, % at 25.6 µM; 1.7% of 86,000 active; in the data active means inhibition above about 50%;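 further: 0% = receptor plus peptide control and 100% = peptide only without receptor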
# LYP act: increases human PTPN22 phosphatase activity. recombinant LYP, DiFMUP fluorescence; 0 = plate median, 100 = signal doubled. 0.11% of 96,000 active. AID 697. activation, % at 2 µM. Q9Y2R2;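 active means activation at 2 µM above a set limit, the mean plus 5 SD, cut at about 37% in these data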
# Target sequence (Q9Y2R2 whole entry, looked up): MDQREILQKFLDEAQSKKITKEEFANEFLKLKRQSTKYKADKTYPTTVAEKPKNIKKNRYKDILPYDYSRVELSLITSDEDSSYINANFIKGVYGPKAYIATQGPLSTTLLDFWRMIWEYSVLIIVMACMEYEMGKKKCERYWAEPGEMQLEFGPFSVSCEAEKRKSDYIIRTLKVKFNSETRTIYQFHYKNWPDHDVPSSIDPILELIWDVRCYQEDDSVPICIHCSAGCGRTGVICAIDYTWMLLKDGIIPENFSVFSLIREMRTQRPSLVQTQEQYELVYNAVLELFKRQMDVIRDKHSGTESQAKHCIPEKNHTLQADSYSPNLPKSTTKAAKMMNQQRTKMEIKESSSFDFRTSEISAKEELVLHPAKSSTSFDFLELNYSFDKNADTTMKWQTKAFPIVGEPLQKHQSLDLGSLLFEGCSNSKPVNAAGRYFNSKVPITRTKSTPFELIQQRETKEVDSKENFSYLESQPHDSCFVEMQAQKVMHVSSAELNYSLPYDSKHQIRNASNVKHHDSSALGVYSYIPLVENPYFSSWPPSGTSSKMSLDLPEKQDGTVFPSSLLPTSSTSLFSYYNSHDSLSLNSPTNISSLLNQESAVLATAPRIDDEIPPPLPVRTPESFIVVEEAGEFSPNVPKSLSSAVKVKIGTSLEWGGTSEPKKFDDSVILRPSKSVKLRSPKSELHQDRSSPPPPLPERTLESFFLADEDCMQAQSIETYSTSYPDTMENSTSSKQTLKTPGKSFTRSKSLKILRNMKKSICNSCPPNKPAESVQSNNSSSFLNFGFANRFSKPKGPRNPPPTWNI
# LYP inh 2: inhibitors of human LYP (PTPN22) phosphatase; 0.21% of 96,000 active; inhibition, % at 2 µM; recombinant LYP catalytic domain, DiFMUP fluorescence;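 active means inhibition at 2 µM at or above a set limit, the screen mean plus 3 SD, cut at about 24% in these data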;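 further: 0% = DMSO with enzyme and 100% = enzyme fully blocked by orthovanadate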
# VCAM1 TNFa inh: reduces TNF alpha induced VCAM1 expression in HUVEC | HUVEC TNFa-induced VCAM-1 immunofluorescence, high-content imaging | inhibition, % at 2 µM | 0.48% of 95,000 active;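 active means inhibition above the batch mean plus 3 SD, with images confirmed as a hit by eye, cut at about 37% in these data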;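 further: 0% = TNF-stimulated DMSO wells and 100% = unstimulated control wells; not every result past the cut was called active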
# Pyk2 oligo antag: antagonists of human Pyk2 oligomerization | Q293 cells, Pyk2 FERM NanoBiT luminescence; stronger effect = lower value | z-score (the deposit names both 25 µM and 10 µM) | 0.83% of 99,000 active | AID 1347419;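 active means Z-score of -3 or lower, scaled per plate to the spread of control and sample wells; inactive means z-score above -3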;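 further: negative z-score means lost luminescence so less FERM oligomerization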
# FAK blocker: blocks human focal adhesion kinase activity; biochemical FAK kinase activity assay; inhibition, %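 (tested at 7 µM)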; 0.84% of 97,000 active; AID 727; in the data active means inhibition above about 19%;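 further: 0% = DMSO and 100% = reference compound high control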
# HUVEC tox IL1B: HUVEC cytotoxicity counter-screen, IL-1B stimulated. HUVEC cell count loss, Hoechst imaging. cell count reduction, % at 2 µM. 0.41% of 94,000 active. AID 845;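 active means cell count reduction more than 3 SD above the screen-wide mean, cut at about 70% in these data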;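 further: normalized per plate to untreated control cells as the no-loss baseline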
# F-actin modifier: cytoskeleton assembly modification; inhibition, % at 2 µM; 0.18% of 91,000 active; HUVEC TNFa F-actin phalloidin imaging, high content;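 active means inhibition above the batch mean plus 3 SD and confirmed as a hit by visual image inspection, cut at about 30% in these data, passing the limit was not always enough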; further: strong numbers were not always called active
# TNFa cytotox: HUVEC cytotoxicity counter-screen, TNF alpha stimulated; HUVEC TNFalpha-stimulated, Hoechst cell count, imaging; cell count reduction, % at 2 µM; 0.17% of 93,000 active;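 active means cell count reduction exceeding the screen mean by over 5 SD, scaled to untreated wells per plate, cut at about 78% in these data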;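 further: cells counted after 24 h of TNF alpha exposure following the 1 h pretreatment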
# Active calls of the source: *; . = not tested or not shown; [ ] = another dose, or the depositor's remark.
cpd	Molecule	TNFa cytotox	LYP inh 2	F-actin modifier	LYP act	VCAM1 TNFa inh	HUVEC tox IL1B	ERa coact inh	FAK blocker	Pyk2 oligo antag
1	CCN(CC)CCOC(=O)c1ccc2c(c1)OCCO2	-7	0	-15	0	2	.	2[fluorescence artefact?]	-2	0.77
2	CCOC(=O)c1ccc(N2C(=O)CC(N3CCOCC3)C2=O)cc1 (configuration not stated)	1	-4	-13	4	20	-32	2	1	0.26
3	COc1ccc(-c2cc(=O)n(-c3nc4ccccc4[nH]3)[nH]2)cc1	2	8	-12	-10	1	-16	-30	3	-0.69
4	O=C(COc1ccc(Cl)cc1Cl)N/N=C1\CCCc2ccccc21	-4	11	5	-8	-12	-29	.	0	0.34
5	Cc1cc(S(=O)(=O)N2CCN(Cc3ccccc3)CC2)c(C)s1	-12	2	0	-2	7	-60	0	-2	.
6	CCc1cc(=O)oc2c(C)c(O)c(CN3CCCCC3)cc12	.	2	1	-3	.	15	16[fluorescence artefact?]	-3	-0.82
7	CCCC1=C(C(=O)OCC)C(c2ccc(F)cc2)n2ncnc2N1 (configuration not stated)	-22	-6	-17	4	2	-29	2	-1	-1.9
8	O=C(NCCCN1CCCC1=O)Nc1ccc(Cl)cc1	-2	4	-14	-2	0	-72	.	-2	-0.42
9	CCOc1ccc(OCCCC(=O)O)cc1	-35	-3	25	3	-20	7	.	0	0.86
10	Cc1cc(C(=O)c2cccs2)c(N)s1	-35	6	-16	-8	4	-10	0	-7	0.08
11	CCOC(=O)CCSc1nc2c(c(C(F)(F)F)c1C#N)CCC2	-45	14	6	-13	-29	-23	0	3	-0.05
12	COc1cccc(-c2nc(CSCC(=O)NCC3CCCO3)c(C)o2)c1 (configuration not stated)	-37	2	3	-3	6	22	-25	12	3.4
13	CCN(CC)c1ccc(NC(=O)c2ccco2)c(C)c1	-8	2	-1	-2	4	-1	-8	-2	-0.05
14	O=C(CCC(=O)c1ccc(F)cc1)Nc1cc(Cl)cc(Cl)c1	-5	3	-1	0	9	9	.	-2	-0.61
15	CCOC(=O)C(Cc1ccccc1)NC(=O)Cn1nnc(-c2ccc(SC)cc2)n1 (configuration not stated)	-52	-11	29	8	11	-10	7	-1	1.6
16	Cc1nc2ccc(C(=O)N3CCSCC3)cc2s1	-5	6	5	-6	-7	-8	-5	0	-0.11
17	Cn1cc(/C=C2/SC(=O)N(c3ccccc3)C2=O)c2ccccc21	12	0	-2	2	17	33	.	10	-0.96
18	Cc1nc(SCc2cccc(Oc3ccccc3)c2)n[nH]1	-30	-1	9	-2	4	13	-5	-1	0.06
19	O=C(Cc1cccs1)N1CCC(c2nc3c(nnn3Cc3ccccc3)c(=O)[nH]2)CC1	-2	-2	5	-1	-10	-10	.	-1	-0.5
20	CCOc1ccc(-n2c(N)c(C(=O)NCC3CCCO3)sc2=S)cc1 (configuration not stated)	-5	12	-9	-10	-3	-2	-7	2	-0.7
21	CN(C1CCCCC1)S(=O)(=O)c1ccc(NC(=O)C2CCCCC2C(=O)O)cc1 (configuration not stated)	-18	-8	1	3	-7	-6	9	-2	0.49
22	CCOc1ccc(-c2nnc(SCC(=O)N(CC)CC)n2N)cc1	-6	-4	-8	1	25	-16	-5	-1	0.44
23	O=C(Cn1ccc2ccccc2c1=O)NCCC(=O)N1CCN(C2CCCCC2)CC1	-6	9	17	-10	10	-30	4	0	-0.27
24	O=c1[nH]cnc2c1cnn2Cc1ccccc1	-12	-3	-7	0	-1	-16	-2	0	-0.57
25	CCOC(=O)c1c(Nc2ccc(Cl)cc2)sc(/C=C2\C=Nc3ccccc32)c1O	12	12	0	-12	4	-10	39	1	-1.2
26	N#Cc1c(N)nc(SCC(=O)NCCc2ccccc2)c(C#N)c1-c1cccs1	-15	-5	0	2	-2	8	33[fluorescence artefact?]	-8	0.16
27	CN(C)c1ccc(CN(C(=O)COc2ccc(F)cc2)C2CCS(=O)(=O)C2)cc1 (configuration not stated)	-2	-11	11	9	9	-7	-6	-3	0.56
28	Cn1nnnc1SCC(=O)NC1CCCCC1	3	1	-17	1	4	-62	-4	-3	-0.7
29	Cc1cc(NC(=O)c2cccc(COc3ccc(Br)cc3)c2)no1	-5	-1	6	0	0	-36	2	-3	.
30	O=C(C(NS(=O)(=O)c1cccc2nsnc12)c1ccccc1)N1CCN(c2ccccn2)CC1 (configuration not stated)	-17	-10	.	8	-1	-36	7	1	-0.67
31	COc1ccc(CC(=O)OCC(=O)NC(=O)NC(C)C)cc1	-8	-2	-1	-1	9	-4	.	-2	0.96
32	Cc1ccc(NC(=S)NN2CCOCC2)c(C)c1	-9	9	-13	-12	-3	.	-11	-5	0.47
33	CC(=O)Nc1cccc(S(=O)(=O)N2CCCCCC2)c1	-13	1	14	3	14	-12	.	-1	0.4
34	CCOC(=O)CCc1c(C)nc(SCCCn2c(=O)[nH]c3ccccc32)c(C#N)c1C	-10	-26	13	25	8	7	-2	1	-0.55
35	CC(=O)C1=C(C)NC(=O)NC1c1ccc(OC2CCCC2)cc1 (configuration not stated)	-6	-4	-3	6	14	-59	1	-6	1.7
36	COc1ccc(Cl)cc1-n1c(=S)sc2c(=O)[nH]c(SCC(=O)NCC3CCCO3)nc21 (configuration not stated)	-28	-17	11	14	8	-4	0	-3	2.4
37	N#Cc1c2n(c3c(=O)n(Cc4ccccc4)cnc13)CCCC2	-7	-1	10	-3	49	14	-8	-4	-0.98
38	N#Cc1nc(-c2cccs2)oc1NCCCN1CCOCC1	-17	7	8	-8	5	-29	-6	2	1.3
39	Cc1cccc(Nc2nc(N)nc(CN3CCC(C)CC3)n2)c1C	9	1	-25	-2	-5	-20	.	-1	0.25
40	CCn1ncc(CN2CCN(C(=O)Nc3ccccc3C(=O)OC)CC2)c1C	16	-3	-10	0	-2	24	1	8	0.46
41	CCn1c(SCc2ccc(C)cc2)nnc1-c1cnccn1	12	-6	-41	2	-6	-1	8	-5	-0.44
42	CCCCNC(=O)c1c(N)n(/N=C/c2ccccn2)c2nc3ccccc3nc12	-11	8	60	-7	-8	-15	.	-1	.
43	CCc1nnc(NC(=O)C(=O)NCCOC(=O)c2ccccc2Cl)s1	-6	3	-8	-1	14	-23	.	-2	-0.28
44	Cc1nnc(SCC(=O)Nc2ccc3c(c2)OCO3)o1	-9	-1	-12	-1	33	-9	2	1	-0.2
45	O=C(Nc1ccc(Oc2ccc(S(=O)(=O)N3CCOCC3)cn2)cc1)c1ccco1	.	6	.	-8	.	-18	19	-4	1.1
46	Cn1c(=O)c(=O)n(C)c2cc(S(=O)(=O)NCCc3ccccc3)ccc21	81*	-4	-13	2	19	-21	-1	5	0.16
47	CN(c1ccccc1C(=O)Nc1ccc(S(=O)(=O)N2CCCC2)cc1)S(C)(=O)=O	-9	6	-2	-6	1	-104	4[fluorescence artefact?]	-1	0.44
48	COc1ccc(NC(=O)C2CCCN(S(=O)(=O)c3c(C)n[nH]c3C)C2)c(OC)c1 (configuration not stated)	16	0	4	1	1	6	9[fluorescence artefact?]	2	1.2

# Compound profiles (already shown). Values in the order: TNFa cytotox	LYP inh 2	F-actin modifier	LYP act	VCAM1 TNFa inh	HUVEC tox IL1B	ERa coact inh	FAK blocker	Pyk2 oligo antag
# `O=C(Nc1ccc(Oc2ccc(S(=O)(=O)N3CCOCC3)cn2)cc1)c1ccco1` in the list: .	6	.	-8	.	-18	19	-4	1.1
# `Cc1nnc(SCC(=O)Nc2ccc3c(c2)OCO3)o1` in the list: -9	-1	-12	-1	33	-9	2	1	-0.2

# Following part:
cpd	Molecule	TNFa cytotox	LYP inh 2	F-actin modifier	LYP act	VCAM1 TNFa inh	HUVEC tox IL1B	ERa coact inh	FAK blocker	Pyk2 oligo antag
49	COC(=O)[C@H](Cc1ccccc1)NC(=O)NCCC1=CCCCC1	1	3	.	-2	16	2	0	-4	0.37
50	Cn1nc(-c2ccccc2)c(-c2nc(-c3cccc(Cl)c3)no2)c1Cl	-13	1	1	0	6	-1	-2	0	3.3
51	COCCNC(=O)C(C#N)c1nc2ccccc2nc1N1CCCCCC1 (configuration not stated)	-36	6	13	-7	5	-9	.	-1	0.05
52	O=C(CCn1nnc(-c2cccs2)n1)NC1CCCCC1	-15	0	0	3	6	-35	2	2	-0.54
53	O=C(O)C1CC(=O)N(Cc2ccccc2)C1 (configuration not stated)	-25	1	-1	-4	-23	4	1	-7	1.8
54	COC(=O)c1ccccc1NS(=O)(=O)c1cn(C)c(=O)n(C)c1=O	-9	-1	4	0	6	-22	-4	1	.
55	COc1ccc2[nH]c(=O)c(CN(C(=O)c3ccccn3)C3CCCCC3)cc2c1	1	4	5	-4	-4	-16	-2[fluorescence artefact?]	0	-0.42
56	COc1ccc(COC(=O)NC2CCN(S(=O)(=O)c3ccc(OC)cc3)CC2)cc1	4	-8	-7	12	0	12	.	-3	-1.3
57	Cc1cc(C)nc(N2CCCC(C(=O)NC(C)CCc3ccco3)C2)n1 (configuration not stated)	.	-12	-2	11	.	6	7	7	0.49
58	N#Cc1nc(COc2ccccc2)oc1N1CCOCC1	24	-2	-4	5	1	-10	-5	-2	0.53
59	COc1cccc(-c2nc(NCCN3CCOCC3)c3ccccc3n2)c1O	0	1	-18	-3	-9	-4	0[fluorescence artefact?]	-2	-1.4
60	CSc1nsc(SCc2ccc(Cl)cc2)n1	-10	0	3	2	20	5	31	-2	1.1
61	O=S(=O)(/N=C(\c1ccccc1)N1CCOCC1)c1cccs1	-26	0	8	0	-39	-15	-23	0	0.11
62	Clc1ccc(-c2nnc3sc(-c4ccc(Br)o4)nn23)c(Cl)c1	10	9	6	-9	1	-20	.	-2	0.18
63	Cc1ccc(S(=O)(=O)CCc2nnc(N)s2)cc1C	-3	0	-10	0	-15	-16	-8	-1	0.48
64	CCn1c(SCC(=O)c2ccc(OC)cc2)nnc1C(C)NC(=O)c1ccc(OC)cc1 (configuration not stated)	31	-3	-5	6	14	-10	28	-6	-0.09

# Grouped by structure: the compounds so far with an aryl methoxy group
cpd	Molecule	TNFa cytotox	LYP inh 2	F-actin modifier	LYP act	VCAM1 TNFa inh	HUVEC tox IL1B	ERa coact inh	FAK blocker	Pyk2 oligo antag
3	COc1ccc(-c2cc(=O)n(-c3nc4ccccc4[nH]3)[nH]2)cc1	2	8	-12	-10	1	-16	-30	3	-0.69
12	COc1cccc(-c2nc(CSCC(=O)NCC3CCCO3)c(C)o2)c1 (configuration not stated)	-37	2	3	-3	6	22	-25	12	3.4
31	COc1ccc(CC(=O)OCC(=O)NC(=O)NC(C)C)cc1	-8	-2	-1	-1	9	-4	.	-2	0.96
36	COc1ccc(Cl)cc1-n1c(=S)sc2c(=O)[nH]c(SCC(=O)NCC3CCCO3)nc21 (configuration not stated)	-28	-17	11	14	8	-4	0	-3	2.4
48	COc1ccc(NC(=O)C2CCCN(S(=O)(=O)c3c(C)n[nH]c3C)C2)c(OC)c1 (configuration not stated)	16	0	4	1	1	6	9[fluorescence artefact?]	2	1.2
55	COc1ccc2[nH]c(=O)c(CN(C(=O)c3ccccn3)C3CCCCC3)cc2c1	1	4	5	-4	-4	-16	-2[fluorescence artefact?]	0	-0.42
56	COc1ccc(COC(=O)NC2CCN(S(=O)(=O)c3ccc(OC)cc3)CC2)cc1	4	-8	-7	12	0	12	.	-3	-1.3
59	COc1cccc(-c2nc(NCCN3CCOCC3)c3ccccc3n2)c1O	0	1	-18	-3	-9	-4	0[fluorescence artefact?]	-2	-1.4
64	CCn1c(SCC(=O)c2ccc(OC)cc2)nnc1C(C)NC(=O)c1ccc(OC)cc1 (configuration not stated)	31	-3	-5	6	14	-10	28	-6	-0.09
